Screening results deposited in PubChem BioAssay by IUPUI and University of Michigan.
ST2 IL33 inh – IL1RL1 inhibition. Q01638. AlphaLISA ST2-Fc/biotin-IL-33 interaction, 1 h. inhibition, % for hits at 17 µM. hit rate 2.3% among 78,000. AID 1259354; in the data active = inhibition above about 30%; inconclusive = mostly about 10% to 28%
Target sequence (Q01638 whole entry, looked up): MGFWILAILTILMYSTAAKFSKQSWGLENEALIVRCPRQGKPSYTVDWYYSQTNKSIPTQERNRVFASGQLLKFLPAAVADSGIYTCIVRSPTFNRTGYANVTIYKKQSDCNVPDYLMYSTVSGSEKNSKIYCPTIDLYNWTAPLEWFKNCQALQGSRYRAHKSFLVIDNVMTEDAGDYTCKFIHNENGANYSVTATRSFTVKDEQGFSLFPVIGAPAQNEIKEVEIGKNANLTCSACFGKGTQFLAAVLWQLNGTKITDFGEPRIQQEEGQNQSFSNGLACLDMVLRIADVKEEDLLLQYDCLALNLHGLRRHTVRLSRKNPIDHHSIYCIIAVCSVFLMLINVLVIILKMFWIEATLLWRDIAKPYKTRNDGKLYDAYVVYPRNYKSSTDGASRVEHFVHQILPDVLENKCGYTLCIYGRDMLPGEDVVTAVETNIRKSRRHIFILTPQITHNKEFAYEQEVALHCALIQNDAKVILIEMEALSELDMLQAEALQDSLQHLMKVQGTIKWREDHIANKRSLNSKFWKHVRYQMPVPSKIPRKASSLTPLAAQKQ
The depositor's hits bear a star; i = inactive; ? = inconclusive; ! = not active in a repeat. A portion of the library; count on the stated rates, not on these rows.

SMILES | ST2 IL33 inh
CC1(C)C(=O)OC(c2ccco2)C2(CCCCC2)C1=O (centres undefined) | i
CCOC(=O)c1cnc2c(ccc3ccccc32)c1Nc1cccc(C(=O)OC)c1 | i
CN(CCc1ccccn1)C(=O)C1CCC(Cn2c(=O)[nH]c3ccsc3c2=O)CC1 (centres undefined) | i
Cc1ccc2ccccc2c1CSc1nc2c(c(=O)n(C)c(=O)n2C)n1C | i
O=C(C1CCN(c2ccc(-c3cccs3)nn2)CC1)N1CCN(Cc2ccccc2)CC1 | i
CCC(C)NC(=O)c1cn(CC(C)C)c(=O)c2c1c1ccccc1n2C (centres undefined) | i
CC(C)c1nc2cccnc2n1CCN1CCNCC1 | i
C/C(=C\c1ccco1)C1C(C#N)=C(N)Oc2n[nH]c(-c3ccc(C)cc3)c21 (centres undefined) | ?
O=C(CCCn1c(=O)[nH]c2ccsc2c1=O)Nc1ccccc1 | i
CC(=O)c1cccc(NC(=O)C(C)N2C(=O)c3ccccc3C2=O)c1 (centres undefined) | ?
Cc1nc2cc(NC(=O)c3ccc(N4C(=O)CCC4=O)cc3)ccc2s1 | i
O=C(O)CCN1C(=O)c2ccc(NC(=O)c3cccs3)cc2C1=O | ?
COc1ccc(CN2CCN(c3ccc(Cl)cc3)CC2)c(OC)c1OC | ?
Cc1ccc(-c2noc(CCC(=O)NC(C)c3ccc4c(c3)OCCO4)n2)cc1 (centres undefined) | i
C/C(=N\Oc1cc(NC(=O)CCCn2nc([N+](=O)[O-])cc2C)cc([N+](=O)[O-])c1)c1ccncc1 | i
O=C(CSc1ncc(-c2ccc(Br)cc2)[nH]1)Nc1cc(F)ccc1F | i
CC(C)c1nc(CC2NC(=O)c3ccccc32)n(-c2ccccn2)n1 (centres undefined) | i
Brc1c(CSc2nc3ccccc3[nH]2)nc2ccccn12 | i
CC(C)(C)CC(=O)N[C@H]1C[C@H]2C(=O)Nc3ccccc3C(=O)N2C1 | i
CC(C)Cn1c(CN(Cc2ccccc2)Cc2ccccc2)nc2c1c(=O)[nH]c(=O)n2C | i
Cn1cnnc1Sc1ccc(CN2CCCC(CNC(=O)c3cc4ccccc4[nH]3)C2)o1 (centres undefined) | ?
CC(=O)N1c2ccccc2NC2=C(C(=O)CC(c3ccccc3F)C2)C1c1ccccc1 (centres undefined) | i
CCOC(=O)CSc1nc2sc3c(c2c(=O)n1-c1ccc(C)cc1)CC(C)(C)OC3 | i
COC(=O)CSc1nc(C)nc2c1c(=O)n(C)c(=O)n2C | i
O=C1CSC(c2ccc(Cl)cc2)N1c1ccc(Br)cn1 (centres undefined) | ?
Cc1ocnc1C(=O)N1CCC(c2nn(C)c(=O)n2Cc2ccccc2)CC1 | i
CCSc1nnc2c(n1)OC(CC)Nc1ccccc1-2 (centres undefined) | i
Cc1c(Br)c([N+](=O)[O-])nn1CCCC(=O)Nc1ccc(C#N)cc1 | i
Cc1cnc2c(C(=O)N(C)Cc3cc(C4CC4)n[nH]3)cnn2c1 | ?
CCOc1ccc(C2CC(c3ccc(OCc4ccccc4)cc3)n3ncnc3N2)cc1 (centres undefined) | i

No new results follow: entries from further up.
SMILES | ST2 IL33 inh
C/C(=N\Oc1cc(NC(=O)CCCn2nc([N+](=O)[O-])cc2C)cc([N+](=O)[O-])c1)c1ccncc1 | i
O=C(CSc1ncc(-c2ccc(Br)cc2)[nH]1)Nc1cc(F)ccc1F | i
CC(C)c1nc(CC2NC(=O)c3ccccc32)n(-c2ccccn2)n1 (centres undefined) | i
Brc1c(CSc2nc3ccccc3[nH]2)nc2ccccn12 | i
CC(C)(C)CC(=O)N[C@H]1C[C@H]2C(=O)Nc3ccccc3C(=O)N2C1 | i
CC(C)Cn1c(CN(Cc2ccccc2)Cc2ccccc2)nc2c1c(=O)[nH]c(=O)n2C | i
Cn1cnnc1Sc1ccc(CN2CCCC(CNC(=O)c3cc4ccccc4[nH]3)C2)o1 (centres undefined) | ?
CC(=O)N1c2ccccc2NC2=C(C(=O)CC(c3ccccc3F)C2)C1c1ccccc1 (centres undefined) | i
CCOC(=O)CSc1nc2sc3c(c2c(=O)n1-c1ccc(C)cc1)CC(C)(C)OC3 | i
COC(=O)CSc1nc(C)nc2c1c(=O)n(C)c(=O)n2C | i
O=C1CSC(c2ccc(Cl)cc2)N1c1ccc(Br)cn1 (centres undefined) | ?
Cc1ocnc1C(=O)N1CCC(c2nn(C)c(=O)n2Cc2ccccc2)CC1 | i
CCSc1nnc2c(n1)OC(CC)Nc1ccccc1-2 (centres undefined) | i
Cc1c(Br)c([N+](=O)[O-])nn1CCCC(=O)Nc1ccc(C#N)cc1 | i
Cc1cnc2c(C(=O)N(C)Cc3cc(C4CC4)n[nH]3)cnn2c1 | ?
CCOc1ccc(C2CC(c3ccc(OCc4ccccc4)cc3)n3ncnc3N2)cc1 (centres undefined) | i

More compounds.
SMILES | ST2 IL33 inh
Cc1cnccc1N1CCN(c2nccc(CCC(F)(F)F)n2)CC1 | ?
Cc1[nH]cnc1CN(C)Cc1nc2ccccc2n1C | i
O=C(NCC12CC3CC(CC(C3)C1)C2)NC1CCCCC1 | i
FC(F)(F)CCc1nc(C2CC2)n[nH]1 | ?
CNC(=O)CN1C(=O)/C(=C/c2ccccc2F)Sc2ccccc21 | i
Cc1ccc2[nH]c(=O)c(CN3CCOCC3)c(-c3ccccc3)c2c1 | i
O=C(O)C[C@@H]1CCN(C(=O)c2ccco2)C[C@@H]1CCN1CCN(c2ccccc2)CC1 | i
COC(=O)c1sc2ccccc2c1NC(=O)c1cc(Cl)sc1Cl | i
COc1ccc(C2(CNC(=O)c3ccc(F)cc3)CCCC2)cc1OC | i
COC(=O)c1ccc(-c2nc(CN3CCCCC3c3nc4ccc(F)cc4[nH]3)c(C)o2)cc1 (centres undefined) | ?
CC(=O)N1c2c(cc(Br)cc2S(=O)(=O)NCc2ccccc2)CC1C (centres undefined) | ?
O=[N+]([O-])c1nc(Br)n(-c2c3ccccc3nc3ccccc23)n1 | i
CC1=CS(=O)(=O)CC1Sc1nc2ccccc2[nH]1 (centres undefined) | i
O=C(NCc1ccccc1-n1ccnc1)c1ccc(-n2cnnc2)cc1 | i
O=C(Nc1ccc2oc(-c3ccncc3)nc2c1)c1ccc(-c2ccccc2)o1 | 41%*
Cc1noc(CN(C)C(=O)c2ccc(Cn3ccc4ccccc43)o2)n1 | i
CC(C)(C)NC(=O)CSc1nc2ccccc2nc1SCC(=O)NC(C)(C)C | i
Clc1cc2c(c(CSc3nnnn3-c3ccccc3)c1)OCOC2 | i
COc1ccc(C(=O)Nc2cccc(NC(C)=O)c2)cc1OC | i
O=C(NCCCN1CCC(Cc2ccccc2)CC1)C1CCC(=O)N1C1CCCC1 (centres undefined) | i
CCN(CC)S(=O)(=O)c1ccc(OC)c(NC(=O)c2ccc(Cl)cc2[N+](=O)[O-])c1 | ?
Cc1ccc(N(CC(O)CN2CCCC2)S(=O)(=O)c2ccccc2)cc1 (centres undefined) | i
O=C(Nc1cccc(F)c1)c1cccc(OCc2ccccc2)c1 | i
Cc1cc(C)nc(N=C(N)Nc2cccc(C(F)(F)F)c2)n1 | i
CSc1oc(-c2ccc(C)cc2)nc1S(=O)(=O)c1ccc(F)cc1 | i
COc1cc(C(=O)Nc2c(C)cc(Br)cc2C)ccc1Cl | i
CN(C)c1ccc(C(=O)N[C@H]2CO[C@H]3[C@@H]2OC[C@@H]3n2cc(COc3ccccc3)nn2)cc1 | i
CCOc1ccc(NC(=O)c2oc3ccccc3c2NC(=O)C(C)Oc2ccccc2)cc1 (centres undefined) | i
O=C1CCc2cc(S(=O)(=O)N3CCN(S(=O)(=O)c4ccc(F)cc4)CC3)cc3c2N1CC3 | ?
O=C(Cn1c2ccccc2c2nc3ccccc3nc21)NCCO | i
COc1ccc(Br)c(C2Oc3nc(SC)nnc3-c3ccccc3N2C(C)=O)c1 (centres undefined) | i
O=C(CCS(=O)(=O)c1ccc(Br)s1)Nc1cccc(Cl)c1 | i
O=C(CN1CCN(Cc2ccccc2Cl)S1(=O)=O)Nc1ccccc1F | i
COc1cccc2c(Nc3ccc(C)cc3)cc(C)nc12 | ?
COc1ccc(/C=C2\N=C(c3ccccc3Br)OC2=O)c(OC)c1OC | i
CCCCN(CC)C(=O)Cn1cnc2c1c(=O)n(C)c(=O)n2C | i
Nc1c(C(=O)Nc2nccs2)sc2nc3c(cc12)CCC3 | i
Nc1ncc(C(=O)N2CCCC(N)CC2)c(-c2ccccc2)n1 (centres undefined) | ?
CC1=CC(=NC(=O)c2ccc([N+](=O)[O-])cc2[N+](=O)[O-])C(C)=CC1=O | i
CCCc1nc(C(=O)N2CCO[C@@H]3CCCC[C@H]32)cs1 | i
COc1cc2c(cc1OC)C(C(=O)N1CCC3(CC1)OCCO3)C1c3ccccc3CCN1C2=O (centres undefined) | i
C[C@H]1[C@@H]2[C@@H](O)C([C@H](C)C(=O)NCCN3CCCC3)CC[C@@]2(C)CC[C@@H]1NC(=O)CC(C)(C)C (some centres undefined) | ?
Cc1ccc(NC(=O)CC(=O)NC(C(=O)N(C)C)c2ccccc2)cc1 (centres undefined) | i
Cc1cc(C)nc(SCc2cn3cccnc3n2)n1 | i
O=C(C1CCN(Cc2ccco2)CC1)N1CCC(O)(c2ccccc2)C1 (centres undefined) | i
N#Cc1c2n(c3c(=O)n(Cc4ccccc4)cnc13)CCCC2 | i
CCC(C)Nc1nc(-c2cc(OC)c(OC)c(OC)c2)nc2ccccc12 (centres undefined) | i
CCCc1ccc(OCC(=O)O)cc1 | i
Cn1nc(C2CCN(C(=O)c3ccncn3)CC2)n(Cc2ccccc2)c1=O | ?
O=C(Cc1cn2ccsc2n1)NCCc1nc2c(s1)CCCC2 | i
Nc1ncnc2c1ncn2C1CCCO1 (centres undefined) | i
Cc1ccccc1CN1CC[C@H](c2nc3ccccc3[nH]2)C1 | i
CC(C)Oc1ccc(CNC2CCOC(C)(C)C2)cc1 (centres undefined) | i
CC(c1ccc(-c2cccc(F)c2C(N)=O)cc1)N1CCCCC1 (centres undefined) | ?
O=C(Nc1c2c(nn1-c1cccc(Cl)c1)CS(=O)C2)c1cccc(C(F)(F)F)c1 (centres undefined) | i
Cc1c(C(=O)NC2CC2)oc2ccc(S(=O)(=O)N3CCCC(C)C3)cc12 (centres undefined) | i
Cc1ccc(-n2c(=O)c3sccc3n(Cc3ccccc3C#N)c2=O)cc1 | i
CC(C)C(=O)Nc1nc(-c2ccc(F)cc2)cs1 | ?
COC(=O)C1C(=O)C2=C(CC1C)NC(C)=C(C(=O)OC(C)C)C2c1ccccc1Br (centres undefined) | i
CN(C)c1ccc(NC(=O)Cn2c(-c3ccccc3F)nc3ccccc3c2=O)cc1 | i
Additional entries follow.
SMILES | ST2 IL33 inh
O=C1CC(SC(=NCCO)Nc2ccccc2)C(=O)N1c1ccccc1F (centres undefined) | i
COc1cc2c(cc1-c1nccn1Cc1ccc(S(N)(=O)=O)cc1)CCC2 | ?
O=C(c1ccco1)N(C(=O)c1ccco1)c1c(Cl)cc(Cl)c2cccnc12 | i
O=C1c2c(O)cc(O)cc2OC(c2ccc(O)c(O)c2)C1O (centres undefined) | i
CCN(CC)c1ccc2cc(C(=O)Nc3ccccc3C)c(=N)oc2c1 | ?
O=C(c1ccccc1[N+](=O)[O-])N1CCN(c2ccccc2)CC1 | i
CC(=O)c1c(Cl)nc2ccc(Cl)cc2c1-c1ccccc1 | i
COc1ccccc1/C=C/C1=NC(=C\c2ccc(C(C)C)cc2)/C(=O)O1 | 45%*
CCN(CC)C(=O)CN1CCCCC1c1nc2ccc(F)cc2[nH]1 (centres undefined) | i
O=C(C[C@@H]1O[C@H](CNC(=O)Nc2ccccc2)[C@@H](O)[C@H]1O)NC1CC1 | ?
CC1CN(S(=O)(=O)c2ccc(C(=O)Nc3nnc(-c4ccc(F)cc4)o3)cc2)CC(C)O1 (centres undefined) | i
Cc1ccc(CNC(=O)c2ccc3c(c2)NC(=O)C(N2CCCC2)S3)cc1 (centres undefined) | i
O=C(Cc1ccc(Br)cc1)Nc1nccs1 | i
O=C(Cn1c(=O)[nH]c2ccsc2c1=O)N(Cc1ccccc1)Cc1ccccc1 | i
CCC(C)N1C(=O)CN(C2CCCC2)C(=O)C1c1ccc(C)cc1 (centres undefined) | i
Cc1cc(C)cc(OCCCOc2ccc(/C=C3/C(=N)N4C=CSC4=NC3=O)cc2)c1 | ?
CCN(CC)C1C(=O)Nc2ccc(Br)cc2C1c1ccccc1Cl (centres undefined) | ?
N#Cc1c(-n2ncnc2-c2ccc3c(c2)OCO3)sc2c1CCCC2 | 47%*!
O=C(NCC1CCCO1)c1sc2cccc(Cl)c2c1Cl (centres undefined) | i
NC(=O)C1(N2CCCCC2)CCN(C(=O)C2CCC(=O)N(C3CCCC3)C2)CC1 (centres undefined) | i
O=C1c2cccc3cccc(c23)C(=O)N1CC1CCN(CC(O)COc2ccc(Cl)cc2)CC1 (centres undefined) | i
C=CCNc1nc(NCC=C)nc(OC)n1 | i
O=CNc1ncc(-c2nc3ccccc3[nH]2)s1 | i
Cc1ccc(-c2nc3ccccc3o2)cc1NC(=O)c1cccs1 | i
COc1ccc(N=Cc2c(O)n(-c3ccccc3C)c(=O)c3ccccc23)c(OC)c1 | 43%*
O=C(Nc1cc2cc(Br)ccc2oc1=O)c1ccc(Cl)cc1 | i
Cc1ccc(-c2[nH]c3ccccc3c2SCCNC(=O)C2CC2)cc1 | i
Cc1c(NC(=O)c2ccco2)cccc1[N+](=O)[O-] | i
Cc1nn(Cc2ccc(Cl)c(Cl)c2)c(C)c1NC(=O)c1noc2c1CCCC2 | i
Cc1ccc(S(=O)(=O)N2CCc3ccccc32)cc1C(N)=O | i
CC1CCN(S(=O)(=O)c2ccc3[nH]c(=O)oc3c2)CC1 | i
Cc1nn(CCCC(=O)Nc2ccc(F)cc2F)c(C)c1[N+](=O)[O-] | i
c1nc(N2CCC3(CC2)OCCO3)c2[nH]cnc2n1 | ?
Cc1ccn2c(C(=O)N3C[C@@H]4C5CCC(CC5)[C@@H]4C3)c(C)nc2c1 | i
COc1ccc(Nc2nnc(Cc3ccccc3)c(=O)[nH]2)c(OC)c1 | i
Cc1ccnc(NS(=O)(=O)c2ccc(NC(=O)C(Cl)Cl)cc2)n1 | i
N#C/C(=C\Nc1ccc(S(N)(=O)=O)cc1)c1nc(-c2ccc(Cl)cc2)cs1 | i
O=C1Nc2ccc(Br)cc2C(O)(C(=O)NCc2ccccc2)N1c1ccccc1 (centres undefined) | i
CN(C)S(=O)(=O)c1ccc(C(=O)Nc2nnc(-c3cccs3)o2)cc1 | i
